Screening data (PubChem BioAssay)
cardiac RTF act – cardiac RTF calcium sensitivity activators, primary screen, biochemical, IANBD-TnC fluorescence, EC20 calcium; Troponin I, cardiac muscle (Homo sapiens) + Troponin T, cardiac muscle (Homo sapiens) + …; IANBD-labeled TnC RTF fluorescence at EC20 calcium; 0% EC20 calcium, 100% full calcium; activation, % at 7.2 µM; hit rate 0.24% among 340,000;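 active = activation above the mean over all tested compounds plus 3 SD, cut at about 30% in these data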;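 note: rise in fluorescence read as greater calcium sensitivity of cardiac thin filaments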
LANA DNA inh – inhibitors of KSHV C-LANA binding to DNA, primary screen, biochemical, fluorescence polarization, FAM-LBS DNA, MBP-C-LANA, single point; Kaposi's sarcoma herpesvirus LANA C-terminal domain (residues 932-1162) DNA binding; inhibition, % at 9 µM; hit rate 0.078% among 340,000; AID 504423, 2011;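 active = highest replicate inhibition at or above 60% at 9 µM, even if other replicates fall short; inactive = all replicates below 60% inhibition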;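 note: 0% = neutral control wells and 100% = 4 µM acridine orange control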
OPRM1-OPRD1 inv – inverse agonists of MOR-DOR heterodimerization, primary screen, cell-based, luminescence. Mu-type opioid receptor (Homo sapiens) + Delta-type opioid receptor (Homo sapiens), …. cell-based MOR-DOR heterodimer luminescence, inverse agonism. inhibition, % at 9.3 µM. hit rate 0.21% among 340,000. AID 504357, 2011; in the data active = inhibition above about 22%, passing the limit was not always enough;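 note: 0% = cells with DMSO and 100% = wells without cells with DMSO; values of inactives mirror those of a sister screen read the other way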
V-ATPase pH – regulators of yeast V-ATPase proton pumping, primary screen, pHLuorin cytosolic pH fluorescence; S. cerevisiae; response, % at 10 µM; hit rate 0.37% among 350,000; AID 504577, 2011; in the data active = response mostly above about 7.3%, no sharp cut-off; inactive = mostly below about 5.4%; note: actives read high; inactives centre near 0; some compounds called inactive have numbers as strong as hits; reference of the scale not given here
HTR5A ag ctr – HTR5A agonists in luminescence cell assay, primary screen, counter-screen for OPRM1-OPRD1 heterodimer agonist project, full-deck HTS; 5-hydroxytryptamine receptor 5A (Homo sapiens), P47898; hit rate 0.61% among 340,000; activation, % at 9.3 µM; cell-based; AID 504692, 2011; in the data active = activation mostly above about 9.5%, no sharp cut-off; inactive = mostly below about 7.6%;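 note: 0% = cells with vehicle only and 100% = reference agonist; strong numbers were not always called active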
Target sequence (P47898 whole entry, looked up): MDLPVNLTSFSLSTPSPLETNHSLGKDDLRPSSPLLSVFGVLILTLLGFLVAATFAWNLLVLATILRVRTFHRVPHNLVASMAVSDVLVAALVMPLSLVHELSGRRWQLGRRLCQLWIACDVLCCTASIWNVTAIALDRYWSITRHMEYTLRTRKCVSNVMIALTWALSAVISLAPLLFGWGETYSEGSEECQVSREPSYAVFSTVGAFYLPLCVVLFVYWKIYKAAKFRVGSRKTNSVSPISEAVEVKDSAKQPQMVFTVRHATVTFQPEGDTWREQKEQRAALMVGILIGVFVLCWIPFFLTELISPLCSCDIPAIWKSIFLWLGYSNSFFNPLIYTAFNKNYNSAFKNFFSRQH
HTR5A inv ag – HTR5A inverse agonists in luminescence cell assay, primary screen, counter-screen for OPRM1-OPRD1 heterodimer inverse agonist project, full-deck HTS | 5-hydroxytryptamine receptor 5A (Homo sapiens), P47898 | HTR5A cell line, inverse agonism | inhibition, % at 9.3 µM | hit rate 0.083% among 340,000 | AID 504634, 2011; in the data active = inhibition mostly above about 23%, no sharp cut-off; inactive = mostly below about 18%;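 note: 0% = cells with DMSO and 100% = no-cell wells with DMSO; some compounds called inactive have numbers as strong as hits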
Keap1-Nrf2 PPI – Keap1-Nrf2 protein-protein interaction inhibitors, primary screen, biochemical, fluorescence polarization, single point; Kelch-like ECH-associated protein 1 (Homo sapiens), Q14145; hit rate 0.15% among 340,000; Keap1 Kelch-Nrf2 peptide fluorescence polarization, 1536-well; inhibition, % at 9.4 µM; in the data active = inhibition above about 12%;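 note: human Keap1 Kelch domain with fluorescein labeled Nrf2 9mer peptide probe; 0% = neutral control wells and 100% = peptide positive control; higher means more block of Keap1 binding to Nrf2 peptide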
Target sequence (Q14145 whole entry, looked up, the tested form may be a part): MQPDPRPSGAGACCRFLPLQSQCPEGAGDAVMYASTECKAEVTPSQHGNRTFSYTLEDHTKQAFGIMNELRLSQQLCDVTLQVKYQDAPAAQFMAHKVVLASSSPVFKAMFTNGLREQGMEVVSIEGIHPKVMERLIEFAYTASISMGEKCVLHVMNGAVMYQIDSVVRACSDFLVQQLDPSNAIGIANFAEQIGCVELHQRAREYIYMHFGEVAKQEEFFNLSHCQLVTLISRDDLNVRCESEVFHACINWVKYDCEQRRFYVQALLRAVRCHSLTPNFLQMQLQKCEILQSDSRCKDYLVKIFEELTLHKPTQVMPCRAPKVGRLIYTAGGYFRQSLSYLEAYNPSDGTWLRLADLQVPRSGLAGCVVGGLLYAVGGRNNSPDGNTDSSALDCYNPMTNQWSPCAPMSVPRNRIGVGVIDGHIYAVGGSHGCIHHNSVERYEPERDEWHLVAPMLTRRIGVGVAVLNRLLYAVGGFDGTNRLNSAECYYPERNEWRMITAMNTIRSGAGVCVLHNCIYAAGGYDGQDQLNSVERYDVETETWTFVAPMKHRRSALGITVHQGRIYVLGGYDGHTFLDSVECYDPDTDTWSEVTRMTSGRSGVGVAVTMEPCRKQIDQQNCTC
RTF Ca sens inh – cardiac RTF calcium sensitivity inhibitors, primary screen, biochemical, IANBD-TnC fluorescence, EC70 calcium | inhibition, % at 7.15 µM | hit rate 0.12% among 340,000 | IANBD-labeled cardiac RTF, Ca2+ fluorescence | Troponin I, cardiac muscle (Homo sapiens) + Troponin T, cardiac muscle (Homo sapiens) + …;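 active = inhibition above the mean inhibition of all tested compounds plus 3 SD, cut at about 17% in these data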;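 note: assay run at fixed EC70 calcium of 1.6 mM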
MOR-DOR ag – agonists of OPRM1-OPRD1 heterodimerization, primary screen, cell-based, luminescence; Mu-type opioid receptor (Homo sapiens) + Delta-type opioid receptor (Homo sapiens), …; cells; activation, % at 9.3 µM; hit rate 0.3% among 340,000; AID 504326, 2011; in the data active = activation above about 18%;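 note: 0% = vehicle-treated cells and 100% = reference agonist; values of inactives mirror those of a sister screen read the other way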
CAL PDZ FP – untagged CAL PDZ binding inhibitors, primary screen, biochemical, fluorescence polarization, HTS | AID 602252, 2012 | purified CAL PDZ, TMR-peptide fluorescence polarization, 1 h | inhibition, % at 24.9 µM | hit rate 0.92% among 300,000;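 active = mean inhibition of at least 30% with at least half of replicates also reaching 30%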;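 note: 0% = DMSO neutral control and 100% = excess unlabeled competitor peptide PRC23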
* hit, by the source's call; i = inactive; / = not tested or not shown; + = active, no number.

SMILES	cardiac RTF act	LANA DNA inh	OPRM1-OPRD1 inv	V-ATPase pH	HTR5A ag ctr	HTR5A inv ag	Keap1-Nrf2 PPI	RTF Ca sens inh	MOR-DOR ag	CAL PDZ FP
CN(C)CCNC(=O)c1cccc2[nH]c(-c3ccncc3)nc12	3	-12	11	2	-2	8	-5	2	-2.5	-4
CCSc1nc(CC)c2c(c1C#N)CCCC2	1	0.7	-15	2	1	-25	0	-16	3.0	-2
Cn1c(SCC(=O)NNC(=O)c2ccccc2Br)nnc1C(F)(F)F	-1	-3.2	7	-3	6	-28	-2	-6	-2.0	-4
O=C1CC(/C=C/c2ccncc2)=Nc2ccccc2N1	-2	-1.8	17	0	-1	11	-2	-3	-3.4	/
O=C(c1cccnc1)N1CCN(Cc2ccc3ccccc3c2)CC1	-2	0.0	7	10*	0	-1	-1	1	-1.4	4
CC(C)(C)C(=O)COC(=O)c1ccccc1O	4	-1.3	5	-3	0	-10	-5	3	-0.9	-1
Cc1sc2ncnc(NCCc3ccc(S(N)(=O)=O)cc3)c2c1C	-5	1.5	-9	1	-8	-19	-4	-4	1.5	-6
Fc1ccc2cc(-c3cccnc3)ncc2c1	4	0.7	13	-2	-2	-6	0	-7	-2.2	1
CC(=O)Nc1ccc(SCC(=O)NC(=O)c2ccc(S(=O)(=O)N(C)C)cc2)cc1	-4	0.8	3	-1	-2	8	1	-6	-0.9	/
O=C(NCc1ccco1)c1ccc2c(c1)C(=O)c1ccccc1-2	-2	-1.8	5	0	-2	27	-2	1	-1.0	-1
Cc1ccc(N=C2N=C(N)c3ccccc32)c(C)c1	-2	0.7	5	2	-1	-24	0	4	-0.9	-2
CO/N=C/NC(=O)NOCc1ccc(Cl)cc1Cl	4	-1.0	10	-3	0	7	-1	4	-1.8	0
Clc1nnc2c3ccccc3ccn12	1	3.3	9	3	7	-27	0	-1	-2.1	3
CC(=O)N(Cc1cc2cc(C)ccc2[nH]c1=O)c1cccc(C)c1C	0	-3.0	1	1	-3	11	3	-1	-0.2	6
Cc1nn(C)cc1CN1CCCC(C(=O)c2ccc(-c3ccccc3)cc2)C1 (configuration not stated)	2	-4.4	-3	2	-1	1	0	3	0.5	-17
O=C(NCC1(N2CCOCC2)CCCCC1)c1ccc(S(=O)(=O)Nc2ccccc2F)cc1	2	2.0	8	-1	-3	-2	1	-2	-1.1	-6
CCOc1ccc(-c2nnn(CC(=O)NCc3ccccc3)n2)cc1	0	-0.8	-22	2	-1	-4	0	-6	4.3	-2
COc1ccc(NS(=O)(=O)c2ccc3c(c2)n(C)c(=O)n3C)cc1	5	2.2	3	5	-2	-12	-8	-10	-0.6	-6
O=C(Nc1ccnn1C1CCN(C(=O)c2ccc(Cl)cc2)CC1)C1CC1	-3	-1.1	10	4	3	23	-2	-3	-3.1	0
Cc1ccnc(NC(=S)NC(=O)/C=C/c2ccccc2)c1	-4	-0.7	-47	1	0	4	-6	2	8.3	-2
CCOC(=O)c1[nH]c(CN2CCN(c3ccc(OC)cc3)CC2)c(C(=O)OCC)c1C	0	-3.3	-51	1	-4	10	-2	3	9.1	17
CCCCn1c2ccc(F)cc2c2nnc(SCCN3CCCCC3)nc21	1	-3.5	11	-1	0	2	-6	-4	-2.4	-9
C#CCOCCOCCOCCNc1nc(N2CCN(C(=O)Cn3cc(CC(C)O)nn3)CC2)nc(N2CCN(C(=O)[C@H]([C@@H](C)CC)n3cc(CCCCN)nn3)CC2)n1 (some centres not stated)	3	1.7	11	-2	-2	6	-9	-4	-2.0	-1
COc1ccc(OC)c(S(=O)(=O)Nc2ccc3oc(C)c(C(C)=O)c3c2)c1	0	0.0	0	-4	-2	7	-5	0	0.0	1
Nc1ccc(-c2cnc(-c3ccc(N)cc3)nc2)cc1	5	-0.7	5	3	-3	-19	-1	2	-0.9	-11
CCOC(=O)C1=C(C)N=C2SCCC(=O)N2[C@@H]1/C=C/c1ccccc1	5	-0.8	/	-1	/	/	-4	-10	/	-5
CCCCn1c(N)c(N(CCOC)C(=O)CN(C)CC(=O)Nc2ccc(Cl)c(Cl)c2)c(=O)[nH]c1=O	-3	-1.7	4	-9	-5	15	3	-2	-1.1	-4
Cc1ccc(OCc2cc(C(=O)N3CCC(Oc4cccnc4)CC3)no2)cc1C	2	2.8	-9	2	-1	32	-8	-5	1.7	-8
N#Cc1c(-c2ccccc2)cc(-c2ccccc2)nc1Br	11	0.3	-8	-1	7	-5	-5	1	1.6	-3
CN(CC(=O)Nc1c(Cl)cccc1Cl)C(=O)c1ccccc1-c1nc2ccccc2s1	4	-2.7	1	2	-3	7	-3	-10	-0.2	-2
CCOc1ccccc1OCCn1nnc2ccccc21	0	1.6	20	1	2	14	2	11	-3.4	-2
C=CCn1c(=N)n(CC(=O)O)c2ccccc21	1	-0.9	1	0	-2	4	0	-4	-0.3	2
Cc1ccc(NC(=O)COc2ccc3c(c2)CCC3)nc1	3	0.3	-5	2	-1	3	-2	-2	1.0	3
COc1ccc(-c2nnc(SCC(=O)Nc3ccc(C(=O)O)cc3)n2-c2ccc(Cl)cc2)cc1	-5	3.0	7	1	2	-8	-6	0	-1.5	-4
CCOC(=O)CC1OC(=O)c2cc3c(cc21)C(=O)OC3CC(=O)OCC (configuration not stated)	9	-0.7	0	-4	0	-1	1	2	0.1	2
COC(=O)c1ccc(CSc2ccccc2C)o1	-1	0.3	17	0	0	4	-3	-2	-3.2	/
COc1ccc(CCN(C)C2CCCN(C(=O)Cn3cccn3)C2)cc1OC (configuration not stated)	-1	4.7	6	-6	0	2	-3	1	-1.2	1
O=C(COc1ccc(Cl)cc1)Nc1nc(-c2ccc(S(=O)(=O)N3CCOCC3)cc2)cs1	3	1.1	-48	-1	-4	9	-8	3	10	/
COC(=O)c1cc(C#N)c(N(C)Cc2ccccc2)nc1C	-1	1.3	-43	-5	-1	3	-4	-6	8.6	1
CN(Cc1ccc(Cl)c(Cl)c1)C(=O)CN1C(=O)NC2(CCCC2)C1=O	2	-14	10	0	-3	11	-1	10	-1.6	-5
CC(=O)N/C(=C/c1ccc2c(c1)OCO2)C(=O)Nc1ccccc1	0	3.4	25	-1	2	-18	4	-11	-5.3	-5
Nc1ccc(-c2c3ccc(=O)cc-3oc3cc(O)ccc23)cc1C(=O)O	+	110*	30	-3	-5	19	26*	i	-5.9	41*
Fc1cccc(Cc2noc(CN3CCCCC3CCc3ccccn3)n2)c1 (configuration not stated)	1	1.1	-2	4	4	-11	0	5	0.4	-7
Oc1ccccc1C=NNC(=S)Nc1ccc(F)cc1	-1	-0.9	-29	-2	3	-11	2	4	5.7	-1
COc1ccc(OC)c(C2NC(=S)NC3=C2N2CCC3CC2)c1 (configuration not stated)	-5	0.7	-4	1	-2	5	-7	6	0.8	-3
CC(=O)Nc1ccc(NC(=O)CC2(CC(=O)N3CCOCC3)CCCC2)cc1	3	0.4	4	0	-3	3	0	-1	-0.7	19
C=CCNC(=O)c1ccc2c(c1)nnn2C	-3	-0.5	11	-3	-3	7	-1	1	-1.9	-3
O=S(=O)(c1ccc2c(c1)OCCO2)N1CCC(n2nnc3cc(C(F)(F)F)ccc32)CC1	3	0.9	-30	0	6	9	-6	-7	4.9	-1
COc1ccc(CN(CC(O)COc2cccc3[nH]cc(C)c23)C(C)(C)C)cc1 (configuration not stated)	1	-0.4	3	3	4	-15	2	-2	-0.6	-4
CC(C)CN(C(=O)COC(=O)Cc1c[nH]c2ccccc12)C1CCS(=O)(=O)C1 (configuration not stated)	7	0.7	12	-2	-1	4	-2	-3	-2.2	1
CC(=O)OCC1OC(Sc2cccc3cccnc23)C(OC(C)=O)C(OC(C)=O)C1OC(C)=O (configuration not stated)	-8	3.8	8	1	0	2	-6	-10	-1.3	-5
N#Cc1cc(S(=O)(=O)c2ccccc2)c(N)[nH]c1=O	13	-1.2	13	4	3	10	-4	6	-2.3	-3
COc1cc(/C=N/NC(=O)c2ccncc2)ccc1OCCN1CCCCC1	-3	-0.5	18	-1	-6	16	-3	0	-3.0	-4
O=C1CCCc2ccccc2N1Cc1c(Cl)cccc1Cl	-4	-0.1	-5	-1	-2	6	1	-1	1.1	24

Full records, quoted from the list. Order of values: cardiac RTF act | LANA DNA inh | OPRM1-OPRD1 inv | V-ATPase pH | HTR5A ag ctr | HTR5A inv ag | Keap1-Nrf2 PPI | RTF Ca sens inh | MOR-DOR ag | CAL PDZ FP
COc1ccc(OC)c(C2NC(=S)NC3=C2N2CCC3CC2)c1 (configuration not stated) is entered as -5 | 0.7 | -4 | 1 | -2 | 5 | -7 | 6 | 0.8 | -3
O=C1CCCc2ccccc2N1Cc1c(Cl)cccc1Cl is entered as -4 | -0.1 | -5 | -1 | -2 | 6 | 1 | -1 | 1.1 | 24
CC(C)CN(C(=O)COC(=O)Cc1c[nH]c2ccccc12)C1CCS(=O)(=O)C1 (configuration not stated) is entered as 7 | 0.7 | 12 | -2 | -1 | 4 | -2 | -3 | -2.2 | 1
N#Cc1cc(S(=O)(=O)c2ccccc2)c(N)[nH]c1=O is entered as 13 | -1.2 | 13 | 4 | 3 | 10 | -4 | 6 | -2.3 | -3
CC(=O)OCC1OC(Sc2cccc3cccnc23)C(OC(C)=O)C(OC(C)=O)C1OC(C)=O (configuration not stated) is entered as -8 | 3.8 | 8 | 1 | 0 | 2 | -6 | -10 | -1.3 | -5

Exported with bars between the fields: 4 of the compounds above.
compound | cardiac RTF act | LANA DNA inh | OPRM1-OPRD1 inv | V-ATPase pH | HTR5A ag ctr | HTR5A inv ag | Keap1-Nrf2 PPI | RTF Ca sens inh | MOR-DOR ag | CAL PDZ FP
Fc1cccc(Cc2noc(CN3CCCCC3CCc3ccccn3)n2)c1 (configuration not stated) | 1 | 1.1 | -2 | 4 | 4 | -11 | 0 | 5 | 0.4 | -7
CC(=O)OCC1OC(Sc2cccc3cccnc23)C(OC(C)=O)C(OC(C)=O)C1OC(C)=O (configuration not stated) | -8 | 3.8 | 8 | 1 | 0 | 2 | -6 | -10 | -1.3 | -5
O=S(=O)(c1ccc2c(c1)OCCO2)N1CCC(n2nnc3cc(C(F)(F)F)ccc32)CC1 | 3 | 0.9 | -30 | 0 | 6 | 9 | -6 | -7 | 4.9 | -1
N#Cc1cc(S(=O)(=O)c2ccccc2)c(N)[nH]c1=O | 13 | -1.2 | 13 | 4 | 3 | 10 | -4 | 6 | -2.3 | -3
